Source: PubChem
GAA glycogen mod: qHTS Assay for Inhibitors and Activators of Human alpha-Glucosidase Cleavage of Glycogen. Lysosomal alpha-glucosidase (Homo sapiens), P10253. recombinant GAA, glycogen substrate, Amplex Red glucose oxidase fluorescence. Potency, µM (titrated, usually from 76.4 µM), for the others: at the top dose activity change, negative = inhibition, actives largely listed as inhibitors. 0.38% of 300,000 active; active = well fitted inhibition curve with a large enough effect; inconclusive = small, poorly fitted or top-dose-only effect, or another doubt; inactive = no such curve, though single readings can be large or run the other way;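 also: 0% = full enzyme reaction and -100% = no-enzyme basal signal; the screen sought inhibitors and activators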
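Recombinant human alpha-glucosidase (4 nM final) hydrolysed bovine liver glycogen (30 ug) for 40 min at 37 C in pH 5.0 citrate/phosphate with 0.01% Tween-20. Released glucose detected by glucose oxidase/Amplex Red, Ex 573/Em 610 nm. Compounds up to 77 uM; AC50 from Hill fits.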
* marks the source's active call; other numbers are inactive results; ? = inconclusive; & = joins results of further samples; [ ] = another dose, or the depositor's remark. Potency is read from the fitted curve at half-maximal effect. A portion of the library; count on the stated rates, not on these rows.

SMILES	GAA glycogen mod
Cc1ccccc1CC(=O)N1CCN(C(=O)C2CCCO2)CC1 (stereo not given)	-4%[76.3 µM]
Cc1cccc(NC(=O)CSCC(=O)NCc2ccco2)c1	3%[76.3 µM]
O=C(NCCCn1ccnc1)c1nc(Cn2cc([N+](=O)[O-])cn2)no1	-9%
Cc1ccc(N2CCN(/N=C/c3cccnc3)CC2)cc1	-24%
COc1ccc(NC(=O)c2oc3ccccc3c2NC(=O)Cc2cccs2)c(OC)c1	-8%[76.3 µM]
COc1ccc(CCNC(=O)c2cc(-c3ccccc3)c(N3CCOCC3)s2)c(OC)c1OC	15%[76.3 µM]
COc1ccccc1NC(=O)C1=C(C)Nc2ncnn2C1c1ccccc1C(=O)O (stereo not given)	3%[76.3 µM]
O=S(=O)(c1ccc(S(=O)(=O)N2CCCC2)cc1)N1CCCCC1	-9%[76.3 µM]
CCC(CC)CN1C(Nc2ccccc2)=NC[C@@H]1C	-11%[76.3 µM]
CCOC(=O)C1CCN(c2cc3c(cc2NC(=O)c2ccc(OC)c(OC)c2)n(C)c(=O)n3C)CC1	1%&13%[76.3 µM]
COc1cccc(CNC(=O)c2ccc(CS(=O)Cc3ccc(Cl)cc3)o2)c1 (stereo not given)	-7%[76.3 µM]
NC(=O)c1ccc(NC(=O)C2COc3ccccc3O2)cc1 (stereo not given)	11%[76.3 µM]
O=C(CCNC(=O)c1ccccc1Cl)Nc1ccncc1	5%[76.3 µM]
COc1ccc(CNC(=O)[C@@H](NC(=O)C2CCN(C(=O)[C@@H]3CCCN3C(=O)OC(C)(C)C)CC2)C(C)C)cc1	19%[76.3 µM]
Cc1nnc2sc(SCC(=O)N3CCC(C)CC3)nn2c1=O	6%[76.3 µM]
O=C(N[C@@H](Cc1ccccc1)C(=O)NCc1ccc(F)cc1)C1CCNCC1	1%[76.3 µM]
CCOc1ccc(C2(C)NC(=O)N(CCN(C)C)C2=O)cc1 (stereo not given)	-7%[76.3 µM]
CCCCN(C)S(=O)(=O)c1ccc(NC2=NS(=O)(=O)c3ccccc32)cc1	15%[76.3 µM]
Cc1ccc(NC(=O)CN2CCCC2)cc1Br	-10%[76.3 µM]
COc1ccc(Nc2ncc3c(n2)CCN(C(=O)OC(C)(C)C)C3)cc1	6%[76.3 µM]
O=C(Nc1cccc(-c2nn[nH]n2)c1)c1ccc(Br)s1	-14%[76.3 µM]
CN1CCN(c2ccc(NC(=O)c3ccc(Cl)cc3Cl)cc2)CC1	15%[76.3 µM]
CCN1C(N(C)CCc2cccs2)=N[C@@H](c2ccccc2)C(C(=O)OC)=C1C	-6%&-17%[76.3 µM]
Cc1cc(C)cc(Nc2cc(C)nc3nncn23)c1	13%[76.3 µM]
COc1cccc(N(C(=O)c2snc(C(N)=O)c2N)C(C(=O)NCC2CCCO2)c2ccc(F)cc2)c1 (stereo not given)	-4%

Laid out differently: four of the compounds above
structure | GAA glycogen mod
Cc1cccc(NC(=O)CSCC(=O)NCc2ccco2)c1 | 3%[76.3 µM]
O=C(NCCCn1ccnc1)c1nc(Cn2cc([N+](=O)[O-])cn2)no1 | -9%
Cc1ccc(N2CCN(/N=C/c3cccnc3)CC2)cc1 | -24%
COc1ccc(NC(=O)c2oc3ccccc3c2NC(=O)Cc2cccs2)c(OC)c1 | -8%[76.3 µM]

Part of the list above in order of heavy-atom count, high to low.
SMILES	GAA glycogen mod
O=C(N[C@@H](Cc1ccccc1)C(=O)NCc1ccc(F)cc1)C1CCNCC1	1%[76.3 µM]
CCCCN(C)S(=O)(=O)c1ccc(NC2=NS(=O)(=O)c3ccccc32)cc1	15%[76.3 µM]
Cc1cccc(NC(=O)CSCC(=O)NCc2ccco2)c1	3%[76.3 µM]

The main list resumes; the two compounds before the break are reprinted first.
SMILES	GAA glycogen mod
Cc1cc(C)cc(Nc2cc(C)nc3nncn23)c1	13%[76.3 µM]
COc1cccc(N(C(=O)c2snc(C(N)=O)c2N)C(C(=O)NCC2CCCO2)c2ccc(F)cc2)c1 (stereo not given)	-4%
COc1ccccc1C(=O)Nc1c(C(=O)c2ccccc2)oc2ccccc12	-5%[76.3 µM]
O=C(NNS(=O)(=O)c1ccccc1)c1ccccc1-n1cccc1	4%[76.3 µM]
CCOc1ccc(NC(=O)CCCn2c(C)c3cnn(-c4ccccc4)c(=O)c3c2C)cc1	18%[76.3 µM]
CSc1nsc(SCC(=O)Nc2ccc(Cl)c(C(=O)O)c2)n1	0%
CC(C)CC(=O)Nc1ccc2c(c1)nc(CCN1CCOCC1)n2C	-4%
COc1cc2c(cc1OC)C(C)N(C(=O)Nc1ccc(F)cc1)CC2 (stereo not given)	5%
COC(CNC(=O)c1ccc2c(c1)ncn2-c1cccc(C)c1)OC	8%
COc1ccc(Br)cc1S(=O)(=O)NCc1ccccn1	-5%[76.3 µM]
CC1CCCCN1CC(O)COCc1ccc(Cl)cc1 (stereo not given)	0%
CN1CCN(C(=O)Cn2ncc3c4ccccc4n(Cc4ccc(F)cc4)c3c2=O)CC1	14%[76.3 µM]
CCOCCCN(Cc1ccco1)S(=O)(=O)c1csc(C(N)=O)c1	0%[76.3 µM]
CCc1cccc(NC(=O)C2CCCN2C(=O)Nc2ccc(C)cc2)c1 (stereo not given)	9%
O=C(COc1ccccc1F)Nc1ccc2c(c1)OCCO2	-12%
CCOC(=O)N1CCN(C(=O)CCN2C(=O)/C(=C\c3cccc(OC)c3)SC2=S)CC1	1%
O=C(NCc1cccnc1)c1ccc(Cl)c(S(=O)(=O)N2CCOCC2)c1	0%[76.3 µM]
COc1ccc(CCNC(=O)c2cccc(NC3=NC4CS(=O)(=O)CC4S3)c2)c(OC)c1 (stereo not given)	-8%[76.3 µM]
CCC(=O)NCCc1nc2cc(NC(=O)c3ccccc3Cl)ccc2n1C	1%
COc1cccc(CNCC(O)COc2ccc(C(=O)c3ccccc3)cc2)c1 (stereo not given)	0%
Cc1cccc(NC(=O)C2CCN(c3cnccn3)CC2)c1	-12%[76.3 µM]
Cc1c2cnn(CC(=O)N3CCN(c4ccccc4)CC3)c(=O)c2c(C)n1Cc1ccccc1Cl	-2%[76.3 µM]
CCOC(=O)c1[nH]c(C)c(C(=O)OCc2ccc(C)cc2)c1C	-7%
COc1ccc(OCCSc2nc3ccccc3n2CC(=O)N2CCOCC2)cc1	17%[76.3 µM]
CCCOc1cccc(C(=O)N(Cc2ccccc2)C2CCS(=O)(=O)C2)c1 (stereo not given)	-1%
Cc1ccc(N2CC(C(=O)NCc3ccco3)CC2=O)cc1Cl (stereo not given)	2%[76.3 µM]
Cc1ccc(/C=N/NC(=O)c2nnn(-c3nonc3N)c2CSc2ccccc2)s1	0%[76.3 µM]
Further results:
SMILES	GAA glycogen mod
N#Cc1ccc(COc2cccnc2[N+](=O)[O-])cc1	0%
COc1ccc(CCN2C(=O)CSC2c2cccc([N+](=O)[O-])c2)cc1OC (stereo not given)	-5%[76.3 µM]
CC(C)(C)N1CC(C(=O)Nc2cccc(Cl)c2Cl)CC1=O (stereo not given)	3%[76.3 µM]
Cc1c(NC(=O)c2nc3ccccc3n(C)c2=O)cccc1[N+](=O)[O-]	-6%[76.3 µM]
CN(C)C(CNC(=O)CNC(=O)c1ccc2ccccc2c1)c1ccccc1 (stereo not given)	-5%
O=S(=O)(c1ccccc1)c1nc(-c2cccc(Cl)c2)oc1N1CCOCC1	-5%&-21%[76.3 µM]
Cc1ccc(C(=O)O[C@H](C(=O)O)[C@H](OC(=O)c2ccc(C)cc2)C(=O)O)cc1	6%
COc1ccc2[nH]c(CN3CCC(n4nccc4NC(=O)C4CC4)CC3)c(C)c2c1	-8%[76.3 µM]
O=C(NNC(=S)NCc1ccc(Cl)cc1)c1cccnc1	?
NC(=O)Cn1c(=O)n(CCCCCC(=O)NCc2ccc3c(c2)OCO3)c(=O)c2sccc21	11%[76.3 µM]
COc1ccccc1/C=C(\C)C(=O)c1c(C)cc(C)[nH]c1=O	-2%
Cc1ccc(C2=NS(=O)(=O)N(C)C(C(=O)Nc3ccc(F)cc3F)=C2)cc1	8%[76.3 µM]
COc1ccccc1N1CCN(c2cc(C)nc3nncn23)CC1	?
COc1cc(NC(=O)Cc2ccccc2)nc(OC)n1	3%
COc1ccc(Cl)cc1S(=O)(=O)N(C)CC(=O)NCCCn1ccnc1	-1%
Cc1ccc(C)c(S(=O)(=O)NCc2ccc3c(c2)OCO3)c1	-9%[76.3 µM]
CCc1cccc(C)c1Nc1c(-c2ccc(N(C)C)cc2)nc2ncccn12	?
CC(C(=O)N1CCCCCC1)N(c1ccc(Cl)cc1)S(C)(=O)=O (stereo not given)	-9%[76.3 µM]
Cc1ccc(C)c(NS(=O)(=O)c2c(C)nc3sccn3c2=O)c1	19%[76.3 µM]
COc1cc(CN2CCCCC2C(=O)Nc2ccc(Oc3ccccc3)nc2)ccc1O (stereo not given)	-6%[76.3 µM]
Cc1ccccc1-n1c(=O)n(Cc2ccc(C(=O)O)cc2)c(=O)c2[nH]cnc21	-18%
Cc1nc2c(-c3ccc(F)cc3)c(C)nn2c(C)c1CCC(=O)NCc1cccc(Cl)c1	17%[76.3 µM]
CS(=O)(=O)N(CC(=O)NCCc1ccccc1)c1cc(C(F)(F)F)ccc1Cl	-15%[76.3 µM]
O=C(NCCN1CCN(c2ccccc2)CC1)Nc1cccc(Br)c1	-4%
O=C(C1CCCN(S(=O)(=O)c2ccc(Br)s2)C1)N1CCN(c2ccc(F)cc2)CC1 (stereo not given)	1%[76.3 µM]

Quoted at random: seven compounds from above, in no set order.
SMILES	GAA glycogen mod
COc1cc(NC(=O)Cc2ccccc2)nc(OC)n1	3%
Cc1nc2c(-c3ccc(F)cc3)c(C)nn2c(C)c1CCC(=O)NCc1cccc(Cl)c1	17%[76.3 µM]
O=S(=O)(c1ccccc1)c1nc(-c2cccc(Cl)c2)oc1N1CCOCC1	-5%&-21%[76.3 µM]
Cc1ccc(C)c(S(=O)(=O)NCc2ccc3c(c2)OCO3)c1	-9%[76.3 µM]
Cc1ccc(C2=NS(=O)(=O)N(C)C(C(=O)Nc3ccc(F)cc3F)=C2)cc1	8%[76.3 µM]
CN(C)C(CNC(=O)CNC(=O)c1ccc2ccccc2c1)c1ccccc1 (stereo not given)	-5%
O=C(NCCN1CCN(c2ccccc2)CC1)Nc1cccc(Br)c1	-4%

More structures.
SMILES	GAA glycogen mod
CCOC(=O)c1sc(NC(=O)C2c3ccccc3Oc3ccccc32)c(C#N)c1C	-6%[76.3 µM]
CCn1cc(C(=O)N[C@@H](CCSC)C(=O)NCCCO)c(=O)c2cc3c(cc21)OCO3	-11%
Cc1ccc(-c2cc(C(=O)NCCCN3CCOCC3)c3ccc(Cl)c(C)c3n2)cc1	-3%[76.3 µM]
COCCC(=O)N1CCC(Oc2ccc(C(=O)NCc3ccon3)cc2)CC1	1%[76.3 µM]
O=C(C1CCCN(Cc2ccccc2F)C1)N1CCCCC1 (stereo not given)	1%
O=C(NCCN1CCOCC1)C(=O)NCC1OCCN1S(=O)(=O)c1ccccc1 (stereo not given)	-5%[76.3 µM]
CCOc1ccc(N2CC(c3nc4ccccc4n3Cc3cccc(Cl)c3)CC2=O)cc1 (stereo not given)	4%[76.3 µM]
COc1ccc(CCNC(=O)C(C)n2nc(C)c3sc4ccccc4c3c2=O)cc1OC (stereo not given)	11%[76.3 µM]
CC(=O)Oc1cccc(NC(=O)c2cccc(C(=O)Nc3cccc(OC(C)=O)c3)c2)c1	-12%[76.3 µM]
COc1ccc(N(C(=O)c2ccc(C(C)(C)C)cc2)S(=O)(=O)c2ccc(Cl)cc2)cc1	7%[76.3 µM]
Cc1cc2oc(C(=O)Nc3ccc(S(=O)(=O)Nc4ncccn4)cc3)cc(=O)c2cc1Cl	0%[76.3 µM]
COc1cc(-c2cc3n(C)c(C)c(CCC(=O)O)c(=O)n3n2)cc(OC)c1OC	0%[76.3 µM]
CCC(C)(C)NC(=O)C(c1ccccc1Cl)N(C(=O)CCC(=O)Nc1cc(C)on1)C(C)(C)C (stereo not given)	9%
Nc1nc(Nc2ccccc2)nc(N2CCCC2)c1[N+](=O)[O-]	2%
CCCCNc1nc2c(S(=O)(=O)c3ccc(Br)cc3)nnn2c2ccsc12	18%[76.3 µM]
Cc1cc(SCC(=O)N/N=C/c2ccc(C(=O)O)cc2)nc2ccccc12	0%
CCOC(=O)c1sc2ncn(CC(=O)Nc3ccc(OCC)cc3)c(=O)c2c1C	11%[76.3 µM]
O=C(NCc1ccc(F)cc1)C(=O)Nc1ccc2nc3n(c(=O)c2c1)CCCCC3	-9%[76.3 µM]
CC(=O)c1ccc(N2Cc3ccccc3C2)cc1	12%[76.3 µM]
COC(=O)c1cc2oc3ccccc3c2n1Cc1ccccc1Cl	15%[76.3 µM]
O=C(Nc1ccc2c(c1)OCCO2)c1cccc(Cl)c1	-10%[76.3 µM]
Cc1c(CNCc2ccc(OC(C)C)cc2)c(C(=O)O)c(C)n1Cc1ccc(Cl)cc1	-5%[76.3 µM]
O=C(CN1C(=O)COc2ccc(S(=O)(=O)N3CCCCC3)cc21)NCc1ccccc1Cl	0%&-7%[76.3 µM]
O=C(O)c1ccc(-n2nnc3ccccc32)c([N+](=O)[O-])c1	10%
COc1cc(/C=N/Nc2ccnc(=O)[nH]2)ccc1O	3%
COC(=O)c1cc2occc2n1CC(=O)Nc1ccc(N(C)C)cc1	6%[76.3 µM]
CCOc1ccc(/C=C/C(=O)NC2CCCCC2)cc1	11%[76.3 µM]
CCC(CO)Nc1ncnc2onc(-c3ccc(F)cc3)c12 (stereo not given)	-3%
Cc1ccc(C(=O)O/N=C(\N)c2ccccn2)cc1Cl	-11%[76.3 µM]
CC(=O)N1CCc2cc(S(=O)(=O)NC(Cc3ccccc3)C(=O)O)ccc21 (stereo not given)	-12%[76.3 µM]
